# IL2 activator = qHTS of IL-2 Activators; IL-2 activation reporter assay, cell-based qHTS; stimulated with anti-CD3/CD4/CD28 beads; in transgenic mouse T cells; activation, % (series mostly up to about 46 µM); 0.065% of 360,000 active; in the data active means activation above about 50%; inconclusive means mostly about 30% to 49%; further: 0% is about no effect
#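 Readout: EGFP and DsRed signals by fluorescent plate cytometry. Unstimulated transgenic mouse T cells received compound 60 min before antibody-bead stimulation, then incubated 18 h at 37 degrees C.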
# PLK1 PBD inh = qHTS for Inhibitors of PLK1-PDB (polo-like kinase 1 - polo-box domain): Primary Screen; Potency, µM, inactives show max response, negative = inhibition, most hits filed as inhibitors; Plk1 PBD binding of FITC phosphopeptide, fluorescence polarization; Serine/threonine-protein kinase PLK1 (Homo sapiens), P53350; AID 720504, 2013; 2.8% of 360,000 active; further: potency means the concentration at half of the fitted maximal effect; series mostly up to about 57 µM; on the % scale 0 is the no-effect control and ±100 the full control effect; nearly all actives have a fitted effect of over 65% in size
# PI5P4Ka inh = qHTS for Inhibitors of phosphatidylinositol 5-phosphate 4-kinase (PI5P4K). PI5P4Kalpha enzyme, ADP-Glo luminescence, 60 min; hits give low values. max response, %. 1.2% of 330,000 active. AID 652105, 2013; active means max response of -50% or lower; inconclusive means between -30% and -50%; inactive means -30% or higher; further: value at the top dose of about 77 µM; on the % scale 0 is the no-effect control and ±100 the full control effect
# Target sequence (P48426 whole entry, looked up): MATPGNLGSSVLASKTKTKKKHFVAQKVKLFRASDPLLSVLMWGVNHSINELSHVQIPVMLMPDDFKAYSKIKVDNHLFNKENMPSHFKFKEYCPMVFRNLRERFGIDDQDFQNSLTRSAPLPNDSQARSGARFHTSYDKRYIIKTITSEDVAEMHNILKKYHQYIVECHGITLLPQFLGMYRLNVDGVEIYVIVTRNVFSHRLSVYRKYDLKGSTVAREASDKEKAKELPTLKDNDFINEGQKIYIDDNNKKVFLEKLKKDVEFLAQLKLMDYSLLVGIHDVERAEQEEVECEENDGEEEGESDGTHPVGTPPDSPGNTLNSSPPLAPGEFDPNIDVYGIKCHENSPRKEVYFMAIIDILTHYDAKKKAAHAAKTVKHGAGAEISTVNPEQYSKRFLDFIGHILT
#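 Quantitative HTS of the MLSMR library against PI5P4Kalpha with substrate. ATP added last at 5 microM final; room temperature, 60 minutes. Remaining ATP depleted, ADP converted and read as luminescence.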
# GLP1R inv ag = qHTS of GLP-1 Receptor Inverse Agonists (Inhibition Mode). Glucagon-like peptide 1 receptor (Homo sapiens), P43220. HEK293 GLP-1R CRE-luciferase, luminescence, 24 h; GLP-1R form is constitutively active. Potency, µM (titrated, usually from 38.3 µM), inactives show top-dose activity change, negative = inhibition, hits mostly inhibitors. 1.6% of 410,000 active. AID 624417, 2012; further: potency means the concentration at half of the fitted maximal effect; on the % scale 0 is the no-effect control and ±100 the full control effect; nearly all actives have a fitted effect of over 55% in size
#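 HEK293 cells stably co-expressing a cAMP-responsive luciferase reporter and constitutively active GLP-1R were seeded, incubated 12 h, then exposed to compounds for 24 h at 37 C. Luminescence was read 12 min after detection reagent; inverse agonists lower signal.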
# EPAC1 antag = qHTS for Antagonist of cAMP-regulated guanine nucleotide exchange factor 3 (EPAC1): primary screen. Rap guanine nucleotide exchange factor 3 (Homo sapiens), O95398. Potency, µM (highest dose often 115 µM), for the others: top-dose activity change, negative = inhibition, usual class: inhibitors. EPAC1 GEF assay, Rap1b-BODIPY-GDP exchange fluorescence. 0.14% of 360,000 active;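 further: potency means the concentration at half of the fitted maximal effect; plate controls were vehicle for no effect and positive control for full effect; nearly all actives have a fitted effect of over 50% in size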
# PTHR1 agonist = qHTS for PTHR1 Agonists: Primary Screen; Parathyroid hormone/parathyroid hormone-related peptide receptor (Homo sapiens), Q03431; HEK293 GP2 PTHR1 cells, GloSensor cAMP luminescence, 1 h; Potency, µM (top dose mostly 115 µM), without a hit: top-dose activation, actives largely listed as activators; 0.075% of 410,000 active; AID 743266, 2014; further: potency means the concentration at half of the fitted maximal effect; nearly all actives have a fitted effect of over 55% in size; some results filed as inactive show a strong effect at the top dose; inactives centre near -15; many of its hits are not listed in these tables
# Target sequence (Q03431 whole entry, looked up): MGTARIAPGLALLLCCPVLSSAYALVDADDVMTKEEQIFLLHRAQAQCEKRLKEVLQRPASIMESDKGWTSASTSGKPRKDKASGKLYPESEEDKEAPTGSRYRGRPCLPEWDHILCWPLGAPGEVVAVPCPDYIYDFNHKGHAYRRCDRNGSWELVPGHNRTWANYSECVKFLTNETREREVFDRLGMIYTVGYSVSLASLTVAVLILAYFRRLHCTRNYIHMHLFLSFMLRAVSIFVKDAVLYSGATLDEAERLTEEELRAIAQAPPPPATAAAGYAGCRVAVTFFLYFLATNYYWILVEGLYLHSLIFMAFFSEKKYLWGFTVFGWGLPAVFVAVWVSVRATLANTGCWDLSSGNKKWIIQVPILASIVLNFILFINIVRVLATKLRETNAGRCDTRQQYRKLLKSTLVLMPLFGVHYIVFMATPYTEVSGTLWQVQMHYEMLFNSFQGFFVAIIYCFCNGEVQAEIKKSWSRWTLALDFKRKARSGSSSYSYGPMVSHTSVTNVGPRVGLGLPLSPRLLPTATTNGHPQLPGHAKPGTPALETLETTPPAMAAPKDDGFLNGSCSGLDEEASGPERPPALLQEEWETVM
#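 HEK-293-derived GP2 cells expressing PTHR1 and a GloSensor cAMP reporter, 3,000/well, plated overnight, given luciferin plus IBMX (each 0.5 mM as added) for 1 h at 37 °C, then compound for 1 h at 37 °C. Luminescence was read after 15 min at room temperature.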
# GLP1R ag = qHTS of GLP-1 Receptor Agonists. HEK293 GLP-1R CRE-luciferase, luminescence, 4-6 h; cells express a hypersensitive GLP-1R form. 0.007% of 380,000 active. Glucagon-like peptide 1 receptor (Homo sapiens), P43220. Potency, µM (highest dose often 45.6 µM), inactives show at the highest dose activation, usual class: activators; further: potency means the concentration at half of the fitted maximal effect; % of control where 0% means no effect
# GLP1R cytotox = qHTS of GLP-1 Receptor Inverse Agonists: Cytotox Screen | HEK293 cAMP-luciferase reporter cells, luminescence, 24 h | 0.13% of 410,000 active | Potency, µM (series often up to 38.3 µM), inactives show at the highest dose activity change, negative = inhibition, hits mostly inhibitors;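 further: loss of luciferase light is scored as toxicity; potency means the concentration at half of the fitted maximal effect; on the % scale 0 is the no-effect control and ±100 the full control effect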
#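 Cells in DMEM/10% Nu serum/1% pen-strep, 1536-well format. Pre-incubated 12 h, dosed with 23 nL compound, incubated a further 24 h. Luciferase detection, 12 min at room temp, luminescence.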
# EPAC1 ag = qHTS for Agonist of cAMP-regulated guanine nucleotide exchange factor 3 (EPAC1): primary screen; EPAC1 agonist qHTS, biochemical assay; response scale: 100% = response to 6.5 mM cAMP; Rap guanine nucleotide exchange factor 3 (Homo sapiens), O95398; 0.073% of 360,000 active; Potency, µM (top dose mostly 154 µM), for inactives: at the top dose activation, actives largely listed as activators; further: potency means the concentration at half of the fitted maximal effect; nearly all actives have a fitted effect of over 60% in size
#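 Read-out is the fluorescence drop as BODIPY-GDP leaves Rap1B (480 nm excitation, 540 nm emission), recorded every 5 minutes over 30 minutes. Reactions held 100 nM EPAC1, 250 nM Rap1B–BODIPY-GDP and 50 uM GDP, with 6.5 mM cAMP setting full activation.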
# * marks the source's active call; other numbers are inactive results; i = inactive; u = inconclusive; x = no result given; [ ] = another dose, or the depositor's remark. Unless noted, the call rests on the fitted dose curve; in most records, active means well fitted curve in the direction sought with a large enough effect; inconclusive means small, poorly fitted or top-dose-only effect, or another doubt; inactive means no such curve, though single readings can be large; an effect the other way counts as inactive or inconclusive.
SMILES,IL2 activator,PLK1 PBD inh,PI5P4Ka inh,GLP1R inv ag,EPAC1 antag,PTHR1 agonist,GLP1R ag,GLP1R cytotox,EPAC1 ag
Cc1ccc(CN2C(=O)CCC2(C)C(=O)NCc2cccnc2)cc1 (stereo not given),-1.6,-4.9%,-1.2,2.3%,7.3%,i,-3.1%,-7.4%,-4.3%
O=C(CCc1ccccc1)N=C1SC2CS(=O)(=O)CC2N1c1cccc(F)c1 (stereo not given),-1.1,-9.4%,3.3,-20.9%,8.7%,-22.9%,-1.9%,-8.4%,-9.5%
Cc1ccccc1CN1CCN(CC(=O)NCc2ccco2)C1=O,3.9,-8.4%,-9.2,-1.7%,-9.3%,i,-13.5%,-0.1%,8.0%
CCC[C@H]1COCCS(=O)(=O)N1Cc1ccccc1F,-0.3,-14.7%,7.9,-8.0%,-6.5%,5.0%,0.9%,14.9%,-3.1%
COc1ccc(CCn2c(C)c(C(C)=O)c(C(C)=O)c2C)cc1OC,0.1,-4.6%,0.8,-5.2%[0.307 µM],-16.6%,-14.8%,5.2%,-5.5%[0.307 µM],3.6%
COc1ccc(/C(=N\O)c2nccc3cc(OC)c(OC)cc23)cc1OC,-1.9,6.3%,-2.9,49.4%[activator],-11.0%,i,11.7%,-0.8%,0.1%
O=C(CC1N=C(Cc2ccccc2)NNC1=O)N/N=C/c1ccc([N+](=O)[O-])cc1 (stereo not given),-0.8,-3.6%,1.7,5.1%[0.307 µM],-15.2%,i,-20.5%,-0.3%[0.307 µM],5.5%
Cc1ccc(NS(=O)(=O)c2ccc3[nH]c(=O)sc3c2)cc1,0.1,-3.7%,8.4,1.9%,-0.7%,-0.8%,0.7%,-3.3%,-0.4%
O=C(CSc1nnc(-c2ccccc2O)n1Cc1ccccc1)NNC(=O)c1ccccc1O,-0.4,-10.6%,3.9,u,-7.5%,i,4.9%,11.0%,2.7%
CCSc1nc2sc3c(c2c(=O)n1-c1ccccc1C)CCN(C)C3,-0.5,-8.3%,-5.1,u,-15.7%,i,10.2%,-5.8%,4.6%
CCOC(=O)c1c(NC(=O)COc2ccccc2OCC)sc2c1CC(C)(C)NC2(C)C,-7.1,4.8%,1.7,u,5.8%,i,-15.9%,u,8.9%
CN(C)CCOc1ccc(Cl)cc1C(C)(C)C,4.3,-1.5%,1.7,-17.7%,-28.9%,8.1%,-0.9%,-18.7%,-21.2%
CN(CCC#N)C(=O)COC(=O)c1nn(-c2ccccc2)c(=O)c2ccccc12,0.8,-11.8%,-5.3,3.3%,-12.8%,-23.9%,10.2%,-1.2%,1.6%
COc1ccc2[nH]c(=O)c(CN(Cc3cccnc3)Cc3nnnn3CC3CCCO3)cc2c1 (stereo not given),-0.8,-0.3%,5.8,14.3%,0.2%,-20.9%,-0.3%,-1.6%,-13.0%
CN1CCN(C(=O)c2ccc(CS(=O)Cc3ccc(Cl)cc3)o2)CC1 (stereo not given),1.5,-6.0%,4.2,-12.0%,-19.3%,i,-4.0%,-2.2%,-0.5%
C[C@H](NC(=O)[C@H]1N2C(=O)c3ccccc3C2SC1(C)C)C(=O)N1CCCCC1 (stereo not given in full),0.9,-5.6%,1.8,-0.1%,-23.1%,i,-4.5%,0.0%,-7.9%
CCOC(=O)c1c(NC(=O)CNC2CCCCC2)sc(C)c1C,-1.2,-19.0%,14.1,3.98µM*,-26.2%,-16.8%,19.7%,26.9%,2.1%
CCN(CC)S(=O)(=O)c1ccc2nc(NC(=O)c3ccco3)sc2c1,-0.9,-2.1%,-29.2,-15.9%,-8.9%,-80.4%[inhibitor],-1.6%,0.8%,2.7%
CCOC(=O)c1ccc(N2C(=O)CC(Nc3ccc(CCO)cc3)C2=O)cc1 (stereo not given),-4.7,-6.1%,-0.2,0.9%,15.0%,i,2.1%,-3.4%,0.1%
O=C(CSc1ncnc2c1nnn2Cc1ccccc1)NC1CCCCC1,1.4,-2.5%,5.8,-21.6%,10.7%,-23.2%,-12.2%,8.9%,-6.2%
CSc1ccc(/C=N/NC(=O)c2ccc(O)cc2)cc1,-0.1,4.7%,-4.1,u,23.4%,i,6.2%,-3.8%[1.53 µM],-3.9%
O=C1CCCC[C@@H](CO)[C@H](O)C[C@H](c2ccccc2)O1,-0.6,0.9%,5.7,8.5%,7.1%,2.3%,-3.1%,1.9%,-24.2%
O=C(Nc1ccccc1Cl)c1cc(C2CCCCN2C(=O)C2CCCCC2)on1 (stereo not given),-0.6,-5.8%,0.5,u,-1.7%,i,-6.5%,9.3%,4.1%
O=C(NCCSSCCNC(=O)c1ccccc1)c1ccccc1,0.6,-28.3%,7.3,-19.6%,-17.7%,i,-1.1%,-19.2%,-0.7%
O=C(Cc1ccccc1F)Nc1cccc2cccnc12,-2.8,-2.7%,0.1,u,-9.6%,i,13.0%,14.6%,2.2%
C=CCn1c(C)c(C(C)=O)c(N2CCCC2)nc1=S,0.6,-8.7%,3.1,2.4%,8.8%,-16.9%,1.0%,11.5%,-5.4%
O=C(c1cc(-c2cccnc2)nc2ccc(Cl)cc12)N1CCN(S(=O)(=O)c2cccs2)CC1,-0.6,-9.7%,-6.4,-21.3%,-18.5%,-4.7%,20.0%,-7.8%,18.1%
O=C(c1ccccc1)c1ccc2nc(-c3ccco3)c(-c3ccco3)nc2c1,-1.5,7.52µM*,-99.6*,59.2%[activator],50.1µM*,-4.2%,15.2%,0.9%,-3.3%
CCCCCNC(=O)c1cn(CC)c2cc(N3CCN(C)CC3)c(F)cc2c1=O,-3.5,-1.0%,2.6,u,5.9%,-22.3%,15.1%,-9.7%,3.7%
COc1ccc(-c2noc(N3CCC(C(=O)N(C)c4ccccc4)CC3)n2)cc1,-0.9,-4.4%,-3.0,u,-5.1%,-42.6%[inhibitor],4.0%,-11.3%,10.9%

# An excerpt of these results, with values under each structure.
# Sequence of screens – IL2 activator	PLK1 PBD inh	PI5P4Ka inh	GLP1R inv ag	EPAC1 antag	PTHR1 agonist	GLP1R ag	GLP1R cytotox	EPAC1 ag
O=C(c1ccccc1)c1ccc2nc(-c3ccco3)c(-c3ccco3)nc2c1
 : -1.5	7.52µM*	-99.6*	59.2%[activator]	50.1µM*	-4.2%	15.2%	0.9%	-3.3%
O=C1CCCC[C@@H](CO)[C@H](O)C[C@H](c2ccccc2)O1
 : -0.6	0.9%	5.7	8.5%	7.1%	2.3%	-3.1%	1.9%	-24.2%

# Remaining list, next part
SMILES,IL2 activator,PLK1 PBD inh,PI5P4Ka inh,GLP1R inv ag,EPAC1 antag,PTHR1 agonist,GLP1R ag,GLP1R cytotox,EPAC1 ag
COC(=O)c1sccc1S(=O)(=O)Nc1ccc(S(N)(=O)=O)cc1,0.9,-10.0%,2.7,4.0%,-3.8%,-5.2%,-3.5%,7.1%,0.6%
CCn1c(=O)c(C(=O)NCCNCCO)c(O)c2ccccc21,-0.5,-9.4%,15.1,-10.9%,-9.0%,-7.8%[57.5 µM],8.9%,-2.3%,15.1%
Cn1nc(-c2ccccc2)c(C(O)c2ccc(Cl)cc2)c1Cl (stereo not given),-0.5,0.2%,9.2,0.0%,-1.9%,-46.1%[inhibitor][57.5 µM],0.2%,2.8%,7.8%
O=C(NC1C/C=C\C(c2ccccc2)N(c2ccccc2)C(=O)C1)OCC1c2ccccc2-c2ccccc21 (stereo not given),-0.6,-18.8%,-0.3,u,-5.2%,-2.8%,1.9%,0.2%,8.5%
Cc1nnc(NC(=O)C2CCN(S(=O)(=O)c3ccc(F)c(Cl)c3)CC2)o1,-0.3,-12.0%,3.4,8.1%,-17.8%,i,1.3%,2.9%,-3.4%
CC(C)NC(=O)c1cc(C2CCCCN2C(=O)c2ccc(Cl)cc2)on1 (stereo not given),-0.5,-24.1%,1.7,5.5%,-17.9%,-15.7%,4.5%,1.3%,2.1%
COc1cc2c(cc1OC)C(c1ccc(C(F)(F)F)cc1)CC(=O)N2 (stereo not given),-0.5,-6.1%,2.4,-15.8%,-13.6%,-7.6%,30.9%,-1.7%,2.8%
Cc1cc(/C=N/NC(=O)Cn2c3ccccc3c(=O)c3ccccc32)c(C)n1-c1ccc(Cl)cc1,-2.0,-9.0%,-12.2,u,17.2%,i,-3.0%,54.2%[activator],-0.9%
O=C(CCCCn1c(=O)c2ccccc2n(CC(=O)Nc2cccc(F)c2)c1=O)NCc1ccccc1Cl,x,x,x,15.9%,x,-18.1%,-2.4%,2.3%,x
Cc1cc(NC(=O)CSc2nc(=O)cc(N)n2-c2ccc(F)cc2)no1,-1.9,2.5%,-8.8,12.3%,13.2%,i,-5.6%,19.1%,-0.2%
CC(C)(C)c1cc2cccnc2n1Cc1ccccc1,-1.3,-20.2%,5.3,u,-11.8%,i,u,-12.4%,-1.2%
CCN1CCN(S(=O)(=O)c2ccc(OC)c3ccccc23)CC1,-0.4,7.0%,1.1,-20.4%,-3.8%,i,7.1%,-13.2%,8.2%
O=c1c2ccccc2c(C=Nc2cccc(S(=O)(=O)NC3=NCCCCC3)c2)c(O)n1Cc1ccccc1,-1.4,-12.9%,1.5,7.6%,1.2%,-2.9%,-1.5%,-9.4%,-2.4%
O=C1CCC(=O)N1c1ccc(CSc2nnnn2C2CCCCC2)cc1,-0.5,-3.4%,1.1,11.6%,-17.8%,-52.0%[inhibitor][57.5 µM],-5.7%,-17.6%,0.0%
O=C(Nc1ccc(NC(=O)c2cc([N+](=O)[O-])ccc2N2CCOCC2)cc1)c1cccs1,2.5,-17.6%,-2.0,-18.7%,-4.6%,i,2.9%,-18.9%,2.1%

# High-throughput results from PubChem.

# A portion of the library; rates above refer to the full screens.
